NPY-Y1 PAM-ag: potentiates or activates human NPY-Y1 receptor | P25929 | NPY-Y1 expressing cells, potentiator/agonist activation | activation, % at 3.6 µM | 220,000 tested, 0.37% active; in the data active = activation above about 33%, passing the limit was not always enough;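 note: cells stimulated with NPY at EC10 then isoproterenol at EC100; 0% = low agonist plus stimulus and 100% = saturating agonist plus stimulus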
Target sequence (P25929 whole entry, looked up): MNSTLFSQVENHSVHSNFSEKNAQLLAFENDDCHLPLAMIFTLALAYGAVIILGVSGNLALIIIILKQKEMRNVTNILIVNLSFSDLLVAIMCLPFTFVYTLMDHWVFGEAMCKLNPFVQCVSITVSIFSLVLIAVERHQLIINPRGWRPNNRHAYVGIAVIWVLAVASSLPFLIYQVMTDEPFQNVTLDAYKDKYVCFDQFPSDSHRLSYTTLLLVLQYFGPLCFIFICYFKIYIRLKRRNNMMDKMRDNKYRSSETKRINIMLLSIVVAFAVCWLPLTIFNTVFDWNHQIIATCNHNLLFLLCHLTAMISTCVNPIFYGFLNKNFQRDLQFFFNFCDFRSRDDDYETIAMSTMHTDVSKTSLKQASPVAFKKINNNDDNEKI
Ba/F3 V617F tox: loss of viability in JAK2V617F-driven Ba/F3 cells | Ba/F3 EpoR-JAK2V617F viability, ATP luminescence | inhibition, % at 5.6 µM | 220,000 tested, 1.1% active | AID 1446;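 active = inhibition above the campaign mean plus 3 SD over all tested compounds, cut at about 24% in these data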;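 note: cytokine-independent growth of Ba/F3 cells driven by EpoR plus mutant JAK2; 0% = DMSO-treated cells and 100% = JAK inhibitor I control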
S1P4 ag: activates the human S1P4 receptor. O95977. activation, % at 4.98 µM. 220,000 tested, 0.35% active. S1P4-expressing cell line, agonist reporter assay. AID 1509; in the data active = activation above about 11%;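 note: 0% = DMSO vehicle and 100% = reference agonist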
RBBP9 inh: blocks human serine hydrolase RBBP9; recombinant RBBP9, FP-Rh probe fluorescence polarization; inhibition, % at 7.94 µM; 220,000 tested, 0.2% active;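 active = inhibition above the campaign mean of all tested compounds plus 3 SD, cut at about 14% in these data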;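 note: plate controls were DMSO wells with RBBP9 for no effect and wells lacking RBBP9 protein for full effect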
Target sequence (O75884 whole entry, looked up): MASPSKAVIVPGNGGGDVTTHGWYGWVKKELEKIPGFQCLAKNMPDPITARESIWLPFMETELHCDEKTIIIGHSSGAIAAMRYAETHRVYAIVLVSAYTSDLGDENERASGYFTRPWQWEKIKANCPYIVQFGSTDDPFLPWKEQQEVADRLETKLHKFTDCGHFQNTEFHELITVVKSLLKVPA
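System: RBBP9 protein | Quantity: 2.5 µM RBBP9 dispensing solution, before mixing | Reagent: FP-Rh probe, 375 nM dispensing solution | Timing: Enzyme-compound preincubation 30 min, then probe labeling 45 min, 25 °C | Measured by: Fluorescence polarization | Read-out: % inhibition | Replication: One well per compound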
NPY-Y2 PAM-ag: potentiators or agonists of human neuropeptide Y receptor Y2. cells expressing NPY-Y2, potentiator/agonist read-out. activation, % at 3.6 µM. 220,000 tested, 0.45% active; in the data active = activation above about 27%;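 note: cells stimulated with NPY near EC25 plus isoproterenol at EC100; 0% = vehicle plus submaximal agonist and 100% = vehicle plus saturating agonist; some results beyond the cut were filed as inactive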
Target sequence (P49146 whole entry, looked up): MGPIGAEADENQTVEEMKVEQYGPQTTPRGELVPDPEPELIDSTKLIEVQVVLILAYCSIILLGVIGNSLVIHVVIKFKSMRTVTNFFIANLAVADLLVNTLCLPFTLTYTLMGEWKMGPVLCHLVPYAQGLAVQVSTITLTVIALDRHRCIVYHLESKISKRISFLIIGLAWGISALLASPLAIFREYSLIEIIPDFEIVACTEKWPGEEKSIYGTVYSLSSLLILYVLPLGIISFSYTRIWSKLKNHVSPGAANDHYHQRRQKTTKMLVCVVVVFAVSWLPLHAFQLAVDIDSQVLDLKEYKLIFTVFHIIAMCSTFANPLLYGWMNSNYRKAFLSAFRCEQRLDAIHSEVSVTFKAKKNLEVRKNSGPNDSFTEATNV
BaF3 tox: parental Ba/F3 viability inhibition as JAK2V617F counter-screen; CellTiter-Glo ATP luminescence; inhibition, % at 5.6 µM; 220,000 tested, 1.1% active;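 active = inhibition above a per-campaign cutoff, the mean inhibition of all tested compounds plus 3 SD, cut at about 27% in these data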;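 note: 0% = DMSO wells and 100% = JAK Inhibitor I control wells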
NPY Y1 blocker: antagonists of human neuropeptide Y receptor Y1 | P25929 | HEK293-CNG Y1 cells, membrane potential fluorescence; NPY at EC95, then isoproterenol | inhibition, % at 3.6 µM | 200,000 tested, 1% active;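 active = inhibition above the campaign mean inhibition of all tested compounds plus 3 SD, cut at about 20% in these data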;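 note: 0% = DMSO wells given NPY plus isoproterenol and 100% = isoproterenol alone without NPY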
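Assay system: HEK293 cells with Y1 receptor plus CNG channel | Probe or stimulus: NPY (25 nM), isoproterenol (1 µM), Ro 20-1724 (25 µM) | Timing: Compound incubation 1 h at room temperature, readout 45 min post-stimulation | Measured by: Membrane-potential fluorescent dye readout | Benchmarks: High control isoproterenol alone, low control NPY with isoproterenol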
Runt-CBFb FRET: blocks binding of human RUNX1 Runt domain to CBFb. Q01196+Q13951. Cerulean-Runt/Venus-CBFb FRET ratio 530/480, 1 h. inhibition, % at 20 µM. 220,000 tested, 0.46% active. AID 1496;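 active = inhibition over about 50% at 20 µM in the single-dose screen, limit read from the data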;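 note: 0% = DMSO wells and 100% = excess unlabeled CBFb competitor control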
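test system = Cerulean-tagged RUNX1 Runt domain (FRET donor) fusion protein | reagent = Venus-CBFb binding partner, 100 nM | incubation = protein complex preformed 1 h, compound exposure 1 h, room temperature, dark | detection = FRET fluorescence | read-out basis = loss of energy transfer signal | controls = 5 µM unlabeled CBFb as full-inhibition high control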
S1P4 antag: human S1P4 receptor antagonism; 220,000 tested, 0.26% active; inhibition, % at 4.98 µM; AID 1510; S1P4-expressing cells, antagonist mode, reporter read-out; O95977; in the data active = inhibition above about 29%;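 note: 0% = wells stimulated with agonist and 100% = vehicle wells without agonist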
Starred values were filed as active, the others as inactive; x = no result given.

SMILES | NPY-Y1 PAM-ag | Ba/F3 V617F tox | S1P4 ag | RBBP9 inh | NPY-Y2 PAM-ag | BaF3 tox | NPY Y1 blocker | Runt-CBFb FRET | S1P4 antag
Cc1noc(C)c1COC(=O)Cc1ccc(Cl)c(Cl)c1 | -20 | 0 | -1.0 | -2 | 3 | 5 | 8 | -3 | -19
CCOC(=O)C1=C(C)N(CCCC(=O)O)C(=O)NC1c1ccc([N+](=O)[O-])cc1 (configuration not stated) | 3 | -4 | -0.5 | -8 | 15 | -1 | 7 | 5 | 10
Cn1c(SCC(=O)Nc2ccccc2)nnc1C(F)(F)F | 1 | 0 | 1.8 | -4 | 5 | 4 | 2 | 0 | -14
CC(C)(C)N1CC(C(=O)O)CC1=O (configuration not stated) | 21 | -2 | 0.3 | -5 | -9 | 7 | -7 | 0 | 11
CCCC(CCC)n1[nH]c(=O)c2c(C)cc(C)nc21 | -26 | -2 | 1.3 | -7 | -11 | 2 | 11 | -1 | -23
Cc1cc(NC(=O)CN2CCCCC2)no1 | 2 | -2 | 0.4 | -1 | -7 | 3 | 8 | 3 | 1
Cc1ccc(C(=O)N/C(=C\c2ccc3c(c2)OCO3)C(=O)Nc2ccc(C(=O)O)cc2)cc1 | -14 | 3 | 2.6 | -6 | -4 | 1 | -2 | 0 | -14
CON(c1nc(N(C)C)nc(N(C)C)n1)S(=O)(=O)c1ccccc1Cl | 7 | -1 | -0.8 | -1 | 15 | 2 | 0 | -1 | 2
O=C(CNS(=O)(=O)c1c(Cl)cccc1Cl)OCc1csc(-c2ccccc2)n1 | 0 | 0 | 0.1 | -7 | 0 | 6 | -1 | -2 | -20
O=C(N/N=C/c1cccc(O)c1)NC1CCCCC1 | 6 | -3 | -2.3 | 2 | 1 | 5 | -2 | -1 | -9
O=C(Nc1ccc(S(=O)(=O)Nc2ncccn2)cc1)c1cccc(S(=O)(=O)N2CCCC2)c1 | -1 | 2 | -0.4 | -2 | -14 | -5 | x | 0 | -3
O=c1c2ccccc2nc2n1CCN2Cc1ccc(Cl)cc1 | 6 | -1 | 1.7 | -3 | 5 | 3 | -2 | -2 | -18
C=CCn1c(SCC(=O)NC2CCCCC2)nnc1-c1sc(N)nc1C | 0 | 0 | 3.2 | -4 | 3 | 7 | 0 | 1 | -16
CCCC1=C(C(=O)OCC)C(c2ccc(N(C)C)cc2)n2ncnc2N1 (configuration not stated) | -1 | 2 | -1.8 | -7 | -21 | 6 | -4 | 0 | -7
COC(=O)C(NC(=O)c1ccccc1)(Nc1cc(C)cc(C)n1)C(F)(F)F (configuration not stated) | 3 | 4 | -2.6 | 1 | 3 | 6 | -2 | -1 | -2
Cc1cccc(-c2nc(C#N)c(N3CCCCCC3)o2)c1 | -27 | 0 | 0.7 | -5 | -17 | 7 | 3 | -4 | -27
CCn1c(COc2ccc(=O)n(-c3ccccc3)n2)nnc1SCc1ccc(C)cc1 | 5 | -1 | 1.4 | 3 | 13 | 6 | 0 | 0 | -11
O=C(NC12CC3CC(CC(C3)C1)C2)N(Cc1ccccc1)Cc1ccncc1 | 3 | -1 | -0.7 | 10 | -13 | 3 | 11 | 0 | 9
O=C(CNCCc1ccc(Cl)cc1Cl)NCc1ccco1 | -13 | 0 | 1.7 | -7 | 5 | 5 | 2 | 0 | -8
Cc1cc(=O)n(CC=C(Cl)Cl)c2ccccc12 | -11 | 3 | -2.1 | -1 | -25 | 2 | 11 | 0 | 4
Cn1c(=O)c(Nc2ccc(Cl)cc2)c2c3c(cccc31)C(=O)c1ccccc1-2 | 25 | -1 | -1.7 | -1 | -4 | 5 | -3 | -24 | -15
COc1ccc(-c2cc(C(=O)Nc3ccc(C)cc3)no2)cc1 | -3 | 0 | -0.5 | 2 | -5 | 3 | 1 | 2 | 1
Cc1cc(-c2c(C(=O)N3CCOCC3)c(C)nn2-c2ccccc2)no1 | -3 | 4 | -0.2 | -5 | 2 | -2 | x | -2 | -3
Cc1ccc(/C=N/n2c(COc3ccccc3)n[nH]c2=S)s1 | 4 | -1 | -2.2 | -4 | 2 | 2 | 0 | 13 | -5
CN(C)C(=O)c1cccn(Cc2cccc(C(F)(F)F)c2)c1=O | -2 | 2 | -0.5 | -3 | 9 | 2 | 8 | -1 | -22

One compound at a time, from the list above. Values in the order: NPY-Y1 PAM-ag | Ba/F3 V617F tox | S1P4 ag | RBBP9 inh | NPY-Y2 PAM-ag | BaF3 tox | NPY Y1 blocker | Runt-CBFb FRET | S1P4 antag
Cc1ccc(/C=N/n2c(COc3ccccc3)n[nH]c2=S)s1 is entered as 4 | -1 | -2.2 | -4 | 2 | 2 | 0 | 13 | -5
COC(=O)C(NC(=O)c1ccccc1)(Nc1cc(C)cc(C)n1)C(F)(F)F (configuration not stated) is entered as 3 | 4 | -2.6 | 1 | 3 | 6 | -2 | -1 | -2

(cont.)
SMILES | NPY-Y1 PAM-ag | Ba/F3 V617F tox | S1P4 ag | RBBP9 inh | NPY-Y2 PAM-ag | BaF3 tox | NPY Y1 blocker | Runt-CBFb FRET | S1P4 antag
Cc1ccc2c(c1)cc(CN(Cc1ccco1)C(=O)COc1ccccc1)c1nnnn12 | -9 | -3 | 0.9 | 1 | -3 | 1 | 3 | -2 | -15
Cc1nn(C(C)c2n[nH]c(=S)n2-c2ccc(F)cc2)c(C)c1[N+](=O)[O-] (configuration not stated) | 1 | 0 | -1.5 | -4 | 3 | 5 | -2 | 5 | -10
Cn1c(SCC(=O)NC(=O)CN2CCCC2=O)nnc1-c1ccc(F)cc1 | 4 | 2 | 1.9 | 2 | -4 | 4 | -2 | -2 | -17
COC(=O)c1cc(C(=O)Nc2ccc(C)cn2)cc([N+](=O)[O-])c1 | 4 | 3 | -0.1 | -3 | 11 | 2 | -1 | -2 | -8
COC(=O)c1ccc(N2C(=O)CC(NCc3ccccc3)C2=O)cc1 (configuration not stated) | 0 | -4 | 1.8 | 1 | -6 | 3 | -3 | 1 | -9
O=C(Nc1ccc(S(=O)(=O)N2CCCC2)cc1)c1cccs1 | 6 | 1 | -0.5 | -4 | -18 | 16 | -9 | 0 | 8
O=C(CSc1nc2ncc(Cl)cc2[nH]1)NCCc1ccc(F)cc1 | -17 | 2 | -1.0 | -1 | -10 | 7 | 2 | -1 | 13
Nc1cc(=O)[nH]n1C1CCCCC1 | 15 | -6 | -0.5 | -1 | 8 | -1 | -1 | -1 | -14
CCc1nc(NCC2CCCO2)c2oc3ccccc3c2n1 (configuration not stated) | -16 | -1 | 0.3 | 0 | 10 | 3 | 4 | -2 | -2
Nn1c(SCC(=O)N2CCCc3ccccc32)nnc1-c1ccccc1 | 8 | 1 | 2.2 | -2 | 11 | 1 | -10 | -1 | -13
COc1ccc(S(=O)(=O)N2CCC(NC(=O)Nc3ccc(C)cc3)CC2)cc1 | -13 | -1 | -2.1 | 7 | 1 | 4 | -4 | -2 | -22
O=C(/C=C/c1ccccc1)NC(=S)NNC(=O)c1cnccn1 | 4 | -3 | 0.9 | -6 | -7 | 7 | x | 5 | -1
CC(C)(C)c1ccc(OCc2cnc(Cl)s2)cc1 | 9 | 0 | -1.1 | 4 | 15 | 6 | 3 | -1 | -1
Cc1ccc(CN2CCN(Cc3ccc4c(c3)OCCO4)CC2CCO)cc1 (configuration not stated) | 17 | 0 | 0.6 | 3 | -19 | 5 | 8 | 2 | -10
Cc1ccc2oc(=O)c3cc(C(=O)NCCN4CCc5ccccc5C4)sc3c2c1 | -13 | 5 | 0.9 | -5 | -12 | 7 | 2 | -1 | 15
CCOc1ccc(C(=S)N2CCCC2)cc1 | 6 | 3 | 1.0 | -7 | -20 | 9 | 1 | 0 | 1
COc1ccc(NC(=O)CCN2C(=O)C3C4C=CC(C4)C3C2=O)cc1 (configuration not stated) | 7 | 1 | 1.4 | 1 | -3 | 2 | -7 | 2 | -4
CCOC(=O)c1c(NC(=O)CSc2cn(CC)c3ccccc23)sc2c1CCC2 | -8 | -4 | 2.0 | -13 | 6 | 2 | 4 | 0 | -1
O=C1CC(N2CCN(c3ccccc3Cl)CC2)C(=O)N1c1ccc(F)cc1 (configuration not stated) | 1 | 2 | 0.9 | 0 | -7 | 0 | 4 | -2 | 3
COC(=O)CSc1nnc(-c2ccc(S(=O)(=O)N3CCCCC3)cc2)o1 | 63* | -2 | -1.7 | 2 | 42* | 2 | -20 | 0 | 0
O=C(NCC1CCCO1)C1c2ccccc2Oc2ccccc21 (configuration not stated) | 5 | 0 | -0.1 | -8 | 2 | 2 | 0 | -1 | -9
O=C(OCc1c(Cl)cccc1Cl)c1ccccn1 | 13 | 0 | 1.1 | -9 | -3 | 3 | 0 | 2 | -4
CCOc1cc(NC(=S)NCCCN2CCOCC2)c(OCC)cc1NC(=O)C1CC1 | -18 | 3 | 5.5 | -4 | 11 | 7 | -3 | 2 | -14
C=CCOc1ccc(/C=N/NC(C)=O)cc1OCC | -6 | 4 | -0.1 | -1 | -18 | 9 | -2 | x | 4
Cc1cc(=O)[nH]c(N/N=C/c2ccccn2)n1 | 15 | 10 | -1.7 | -7 | 13 | 2 | 1 | 3 | -7
CCOc1ncccc1C(=O)N(C)CC(=O)Nc1ccccc1SC | 14 | -1 | -1.0 | -5 | 4 | 3 | 4 | 0 | -6

In the list so far, these contain fluorine.
SMILES | NPY-Y1 PAM-ag | Ba/F3 V617F tox | S1P4 ag | RBBP9 inh | NPY-Y2 PAM-ag | BaF3 tox | NPY Y1 blocker | Runt-CBFb FRET | S1P4 antag
Cn1c(SCC(=O)Nc2ccccc2)nnc1C(F)(F)F | 1 | 0 | 1.8 | -4 | 5 | 4 | 2 | 0 | -14
COC(=O)C(NC(=O)c1ccccc1)(Nc1cc(C)cc(C)n1)C(F)(F)F (configuration not stated) | 3 | 4 | -2.6 | 1 | 3 | 6 | -2 | -1 | -2
CN(C)C(=O)c1cccn(Cc2cccc(C(F)(F)F)c2)c1=O | -2 | 2 | -0.5 | -3 | 9 | 2 | 8 | -1 | -22
Cc1nn(C(C)c2n[nH]c(=S)n2-c2ccc(F)cc2)c(C)c1[N+](=O)[O-] (configuration not stated) | 1 | 0 | -1.5 | -4 | 3 | 5 | -2 | 5 | -10
Cn1c(SCC(=O)NC(=O)CN2CCCC2=O)nnc1-c1ccc(F)cc1 | 4 | 2 | 1.9 | 2 | -4 | 4 | -2 | -2 | -17
O=C(CSc1nc2ncc(Cl)cc2[nH]1)NCCc1ccc(F)cc1 | -17 | 2 | -1.0 | -1 | -10 | 7 | 2 | -1 | 13
O=C1CC(N2CCN(c3ccccc3Cl)CC2)C(=O)N1c1ccc(F)cc1 (configuration not stated) | 1 | 2 | 0.9 | 0 | -7 | 0 | 4 | -2 | 3
